Assay outcomes: PubChem, National Center for Advancing Translational Sciences (NCATS)
Sm TGR block – blocks Schistosoma mansoni thioredoxin glutathione reductase; Q962Y6; purified TGR, DTNB reduction, TNB absorbance 405 nm; Potency, µM (doses to about 114 µM), without a hit: top-dose activity change, negative = inhibition, usual class: inhibitors; 360,000 compounds, 3% hits; AID 485364; note: potency is the fitted concentration of half-maximal effect; % is set by controls: 0 for no effect and ±100 for the full control effect; nearly all actives have a fitted effect of over 60% in size
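First, TGR (20 nM dispensed) and NADPH were mixed with compound. Second, a 15 min room-temperature incubation followed. Third, further NADPH and then DTNB were added to start the reaction. Finally, TNB absorbance was monitored kinetically.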
Pf growth 48h – inhibits P. falciparum growth in the first generation, 48 h. P. falciparum luciferase growth in erythrocytes, 48 h. 310,000 compounds, 5.9% hits. Potency, µM (top dose mostly 28.7 µM), without a hit: at the top dose activity change, negative = inhibition, most hits filed as inhibitors. AID 504832; note: potency is the fitted concentration of half-maximal effect; % is set by controls: 0 for no effect and ±100 for the full control effect
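First compound was added to culture medium, then infected red cells at 0.1% parasitemia and 2% hematocrit (final). After incubation at 37 C under 5% CO2, luciferase detection reagent was dispensed and light output recorded.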
Pf growth 96h – P. falciparum growth inhibition at 96 hour, primary screen for plastid delayed-death inhibitors | P. falciparum luciferase reporter growth, 96 h | Potency, µM (series often up to 28.7 µM), for inactives: top-dose activity change, negative = inhibition, actives largely listed as inhibitors | 320,000 compounds, 6.9% hits; note: potency is the fitted concentration of half-maximal effect; % is set by controls: 0 for no effect and ±100 for the full control effect
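P. falciparum expressing integrated firefly luciferase, in erythrocytes at 2% hematocrit, 0.05% parasitemia, incubated with compounds 96 h at 37 C, 5% CO2. Growth inhibition read as loss of luminescence; two-generation exposure targets delayed-death apicoplast inhibitors.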
Shiga inhibitor – Shiga toxin inhibition. Vero cells, Shiga toxin protein synthesis inhibition reporter. inhibition, % at 38.7 µM. 290,000 compounds, 9.2% hits. AID 2315; in the data active = inhibition mostly above about 28%, no sharp cut-off; inactive = mostly below about 43%; note: 0% is about no effect
FBPA Giardia inh – Giardia lamblia aldolase inhibition. A8B2U2. purified Giardia FBPA. Potency, µM (doses to about 59.6 µM), for the others: top-dose activity, negative = inhibition, usual class: inhibitors. 290,000 compounds, 0.71% hits. AID 2451; note: potency is the fitted concentration of half-maximal effect; % is set by controls: 0 for no effect and ±100 for the full control effect; nearly all actives have a fitted effect of over 55% in size
Target sequence (A8B2U2 whole entry, looked up): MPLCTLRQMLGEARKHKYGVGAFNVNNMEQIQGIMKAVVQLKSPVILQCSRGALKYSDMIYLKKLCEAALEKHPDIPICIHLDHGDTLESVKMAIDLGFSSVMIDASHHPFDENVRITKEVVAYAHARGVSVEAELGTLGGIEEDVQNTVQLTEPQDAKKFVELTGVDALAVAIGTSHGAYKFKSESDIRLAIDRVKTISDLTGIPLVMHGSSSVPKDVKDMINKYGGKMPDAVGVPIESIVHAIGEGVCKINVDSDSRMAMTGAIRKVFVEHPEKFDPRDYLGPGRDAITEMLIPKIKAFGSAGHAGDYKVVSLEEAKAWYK
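40 nM FBPA preincubated 10 min at RT with compound (up to 57.5 uM final), then substrate plus GAPDH/TPI/NAD/arsenate coupling and diaphorase/resazurin added. Fluorescence read after 20 min at RT, 525/598 nm.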
CHX counter – counter-screen for Shiga toxin inhibitors: cycloheximide protein synthesis inhibition | cell reporter, cycloheximide protein synthesis inhibition counterscreen | max response, % | 300,000 compounds, 12% hits | AID 2314; in the data active = max response mostly above about 13%, no sharp cut-off; inactive = mostly below about 14%; note: read at 38.3 µM for the half of the compounds with a filed dose; 0% is about no effect
* = called active by the depositor; i = inactive; ? = inconclusive; / = not tested or not shown; & = joins results of further samples; [ ] = another dose, or the depositor's remark. Unless noted, calls come from the whole dose curve; as a rule, active = well fitted curve in the direction sought with a large enough effect; inconclusive = small, poorly fitted or top-dose-only effect, or another doubt; inactive = no such curve, though single readings can be large; an effect the other way counts as inactive or inconclusive.

SMILES	Sm TGR block	Pf growth 48h	Pf growth 96h	Shiga inhibitor	FBPA Giardia inh	CHX counter
COc1cc(Cl)cc(CN2CCC(CCC(=O)NC3CC3)CC2)c1OC	-2%	?	13µM*	-1	11%	-1
CCOc1ccccc1NC(=O)CCS(=O)(=O)c1ccc(OC)cc1	-23%&-9%	0%	44%[activator]	29	-6%	-1
CN(Cc1cnccn1)C(=O)CC1C(=O)NCCN1CC(c1ccccc1)c1ccccc1 (configuration not stated)	45µM*	?	6%	-8	-21%	-2
COc1cccc(NC(=O)Cn2c(=O)oc3ccccc32)c1	1%	18%	-1%	-9	1%	-2
CCc1nc2oc3ccccc3c(=O)c2c(=O)n1-c1ccccc1	-35%	205%[activator]	/	65*	-8%	44*
COCCNc1nnc(SCC(=O)NC(=O)c2ccc(Cl)cc2)s1	-2%	-1%	-2%	/	/	/
O=C(NCCCc1ccccc1)C1CC(=O)N(c2ccc3c(c2)OCCO3)C1 (configuration not stated)	-9%	7%	-4%	23	0%	-1
O=C1N(c2ccc(Cl)cc2)C(c2ccc(Cl)cc2)N2CCCN12 (configuration not stated)	5%	?	?	11	8%	-3
O=C(CCCC(=O)N(CC(=O)NC1CCCC1)c1ccc(F)c(Cl)c1)Nc1ccccn1	-2%	-4%	3%	-7	3%	-3
c1ccc(-n2ncc3c(NCC4CCCO4)ncnc32)cc1 (configuration not stated)	7%	14%	24%	-4	1%	-2
Cc1c(C(C)(C(=O)O)c2c(C)n(C)c3ccccc23)c2ccccc2n1C	?	?	0%	1	14%	-3
COc1ccc(S(=O)(=O)N2CCN(c3nc(-c4cccnc4)nc4ccccc34)CC2)cc1	-9%	2.9µM*	2.1µM*	/	/	/
CCCC(=O)NNC(=O)c1ccoc1C	1%	5%	10%	7	4%	-2
CCOC(=O)C1CCN(C(=O)CN2C(=O)c3cccnc3Oc3ccc(C)cc32)CC1	-10%	-12%	?	-9	/	-4
Cc1c(NS(=O)(=O)c2cccc(C(=O)NCc3ccccc3)c2)c(=O)n(-c2ccccc2)n1C	0%	/	-28%	-9	5%	8
Cc1ccc2c(c1)C1CN(C)CCC1N2S(=O)(=O)c1ccccc1F (configuration not stated)	-3%	?	?	/	/	/
Cn1c(N)c(C(=O)COC(=O)c2cccnc2Cl)c(=O)n(C)c1=O	1%	11%	27%	-13	-2%	1
O=S1(=O)CCC(=Nc2ccc(Cl)cc2)c2ccsc21	/	-2%	17%	27	0%	8
CCCCNC(=O)Nc1c(C(=O)OCC)[nH]c2ccccc12	-5%	6%	8.3µM*	10	2%	-1
Cc1ccc(NC(=O)COC(=O)C2COc3ccccc3O2)cc1S(=O)(=O)N1CCOCC1 (configuration not stated)	-11%	5%	-3%	-2	-4%	-4
CCOC(=O)c1ccc(NC(=O)COc2cc3oc(=O)c(CC(C)O)c(C)c3cc2Cl)cc1 (configuration not stated)	3%	0%	13%	-2	1%	-4
COc1ccc(-c2[nH]ncc2/C=C(/C#N)C(=O)NC2CCCCCC2)cc1	?	?	?	-28	1%	-2
CC(C)CC(C(=O)OCC(=O)Nc1ncc(Cl)cc1Cl)N1C(=O)c2ccccc2C1=O (configuration not stated)	14%	10%	3%	-16	11%	7
NC(=O)CSc1nc(N)c2c3c(sc2n1)CCCCC3	-1%	45%[activator]	37%[activator]	39	3%	21*

Single records, from the list above. Screens in order: Sm TGR block | Pf growth 48h | Pf growth 96h | Shiga inhibitor | FBPA Giardia inh | CHX counter
Shown for `CCCCNC(=O)Nc1c(C(=O)OCC)[nH]c2ccccc12` = -5% | 6% | 8.3µM* | 10 | 2% | -1
Shown for `CC(C)CC(C(=O)OCC(=O)Nc1ncc(Cl)cc1Cl)N1C(=O)c2ccccc2C1=O` (configuration not stated) = 14% | 10% | 3% | -16 | 11% | 7
Shown for `Cn1c(N)c(C(=O)COC(=O)c2cccnc2Cl)c(=O)n(C)c1=O` = 1% | 11% | 27% | -13 | -2% | 1
Shown for `Cc1ccc2c(c1)C1CN(C)CCC1N2S(=O)(=O)c1ccccc1F` (configuration not stated) = -3% | ? | ? | / | / | /
Shown for `CCOC(=O)c1ccc(NC(=O)COc2cc3oc(=O)c(CC(C)O)c(C)c3cc2Cl)cc1` (configuration not stated) = 3% | 0% | 13% | -2 | 1% | -4

(list continues)
SMILES	Sm TGR block	Pf growth 48h	Pf growth 96h	Shiga inhibitor	FBPA Giardia inh	CHX counter
CN1CCC(N(C)C(=O)CCc2nc3ccccc3c(=O)[nH]2)CC1	-9%	-30%	-2%	9	-4%	-4
O=c1c2ccc(Cl)cc2nc(-c2ccc([N+](=O)[O-])cc2)n1O	-15%	0%	?	28	-19%	-8
CC12CN(C(=O)c3ccccc3Br)CC(C)(CN(C(=O)c3ccccc3Br)C1)C2=O	6%	?	-13%	23	2%	-1
Cc1ccnc(N2CCC(C(=O)NNC(=O)c3ccncc3)CC2)n1	39%[activator]	10%	6%	-14	1%	-2
CCn1c(CC(=O)Nc2ccccc2C)nnc1SCC(=O)NC1=NCCS1	0%	-6%	12%	3	/	8
COc1ccc(N2C(=O)CC(Sc3nc4ccccc4s3)C2=O)cc1 (configuration not stated)	22µM*	?	?	-1	-7%	7
Cc1ccc(Cn2cccc(NC(=O)CCC3CCCC3)c2=O)cc1	-5%	7%	35%[activator]	1	-7%	1
CCN(C(=O)COC(=O)c1ccc(C=O)cc1)c1c(N)n(Cc2ccccc2)c(=O)[nH]c1=O	-13%	-5%	?	/	/	/
O=c1[nH]c(CSc2nnc(NCCCN3CCOCC3)s2)nc2cc(Cl)ccc12	-3%	27%	?	-12	18%	-5
O=[N+]([O-])c1cnc2ccc3ccccc3c2c1	3%	12%	29%	27	3%	8
COc1ccc(C)cc1NC(=O)C12CCC(C)(C(=O)O1)C2(C)C (configuration not stated)	-2%	/	-8%	-5	-3%	-3
COCCCN(C(=O)c1ccc2ccccc2n1)c1c(N)n(Cc2ccccc2)c(=O)[nH]c1=O	-32%	113%[activator]	109%[activator]	/	/	/
CC(C)(C)c1ccc(OCC(O)CS(=O)(=O)c2ccccn2)cc1 (configuration not stated)	0%	45%[activator]	26%	35	?	24
CCOc1ccccc1NC(=O)COc1ccc2ccc(=O)oc2c1	-3%	6%	?	-9	11%	-3
Cc1ccc(C)c(OCCC(=O)NCCc2ccc(F)cc2)c1	-23%	-16%	-10%	-18	/	-3
Cc1ccc(CN(c2ccc(C(=O)NCC3CCCO3)cc2)S(C)(=O)=O)cc1 (configuration not stated)	/	-9%	0%	-13	8%	14
O=C(OCC(=O)N1CCCC1)c1cc2c(cc1[N+](=O)[O-])OCCO2	-6%	-14%	?	/	/	/
CC(=O)c1ccc(-n2nncc2C(C)(C)C)cc1	0%	35%[activator]	-27%	-11	3%	-1
O=C(/C=C/c1ccco1)NCC1CCCO1 (configuration not stated)	5µM*	3%	0%	-8	-2%	0
C/C(=N\Nc1nc2c(s1)CCCC2)c1ccc(Cl)cc1	-32%	?	?	116*	?	83*
CCOC(=O)Nc1sc(C)nc1-c1ccccc1	-24%	13%	?	83	-2%	-1
O=C(CSc1ccc(Cl)cc1)Nn1cnnc1	-24%	10%	-16%	-3	1%	-2
COc1ccccc1CNC(=O)c1cnc2sccn2c1=O	2%	2%	-12%	-5	12%	-1
O=c1c2ccccc2nc(Cc2ccccc2)n1-c1ccccc1	-19%	11%	?	18	3%	19*
O=C(Nc1ccccc1Cl)c1cccc(NC(=O)c2cccs2)c1	0%	7%	?	15	/	15
COc1nnc(-c2ccc(C)c(S(=O)(=O)NC(C)C)c2)c2ccccc12	-12%	/	2.6µM*	-10	6%	-8
Cc1cc(C)n2nc(SCn3nnc4ccccc4c3=O)nc2n1	-2%	-2%	-19%	-4	-2%	-3
COc1ccccc1CN1CC(C(=O)NCCc2ccccc2Cl)CCC1=O (configuration not stated)	1%	0%	22%	59*	-3%	38*
Cc1nn(S(=O)(=O)N2CCCCC2)c(C)c1Br	0%	8%	-23%	29	6%	-3
COc1cc(OC)cc(-c2nc3ccccc3c(=O)n2OC(=O)c2ccc(Br)cc2)c1	-18%	-30%	0%	-3	-24%	2
COc1ccc(CSc2nnc(NC(C)=O)s2)cc1[N+](=O)[O-]	/	6%	17%	-17	3%	-7
O=C(c1ccc2oc(CCc3ccccc3)nc2c1)N1CC[C@H](O)C1	0%	147%[activator]	7.4µM*	85*	/	38*
COc1ccc(-n2nnnc2SC(C)C(=O)NC2CCCC2)cc1 (configuration not stated)	-8%	-27%	-42%	/	/	/
O=C(OC1CCN(c2ncc(C(F)(F)F)cc2Cl)CC1)c1ccccc1	21%	32%[activator]	56%[activator]	-13	3%	-4
CC12CCC(C(=O)N(CSC(=S)N/N=C\c3ccccc3O)C1=O)C2(C)C (configuration not stated)	20µM*	10µM*	?	56	23%	26*
N#CC1=C(N)N=C(SCc2cccc3ccccc23)C(C(N)=O)C12CCCCC2 (configuration not stated)	-3%	/	12µM*	-11	-4%	-3
Cc1ccccc1NC(=O)NCCCN1CCN(C2CCCCC2)CC1	0%	-13%	3%	-3	6%	-1
CC(C)C[C@H]1C(=O)N2CCC[C@H]2[C@]2(O)O[C@](NC(=O)[C@@H]3C=C4c5cccc6[nH]c(Br)c(c56)C[C@H]4N(C)C3)(C(C)C)C(=O)N12	/	/	/	-2	-25%	-1
Cc1cc2oc(=O)cc(-c3ccccc3)c2c(C)c1-c1ccc(O)cc1	/	/	/	i	29%[89.2 µM]	2
CC(C)(C)N(Cc1ccccc1)C(=O)COC(=O)CCN1C(=O)C2CC=CCC2C1=O (configuration not stated)	-2%	-25%	2%	/	/	/
Cc1c(NC(=O)c2ccc(S(=O)(=O)N3CC(C)OC(C)C3)cc2)c(=O)n(-c2ccccc2)n1C (configuration not stated)	/	4%	139%[activator]	-1	0%	-5
CC1CCc2nc(NC(=O)C3CCCO3)sc2C1 (configuration not stated)	?	113%[activator]	5%	55*	?	24*
Cc1nnc(N2CCOCC2)c2nn(-c3ccccc3)c(C)c12	5%	-7%	?	-9	-2%	-5
O=C(COC(=O)c1ccc(O)cc1O)Nc1ccc(Cl)cn1	-27%	4%	?	14	/	-3
Cc1ccccc1C(=O)N1CCC(C(=O)N(CC(C)C)c2c(N)n(Cc3ccccc3)c(=O)[nH]c2=O)CC1	-4%	?	-15%	/	/	/
Cc1cccc(CC2SC(N3CCN(c4ccccc4)CC3)=NC2=O)c1 (configuration not stated)	6%	-8%	?	-4	-1%	-1
CN(C)S(=O)(=O)c1ccc(NC(=O)Cc2ccc(S(=O)(=O)N3CCOCC3)s2)cc1	-10%	?	9.3µM*	-11	-16%	4
Cc1ccc(OCC(=O)NCCO)cc1C	0%	/	1.3µM*	-1	4%	7
C/C1=C\[C@@H](C)C/C=C/[C@H]2[C@@H]3O[C@]3(C)[C@@H](C)[C@H]3[C@H](Cc4c[nH]c5ccccc45)NC(=O)[C@]32C(=O)/C=C/C(=O)[C@@H]1O	-2%	0.29µM*	59%[activator]	-1	-10%	1
CCCSCCCNC(=O)c1ccc(NC(=O)C2=CSCCO2)cc1	8%	4%	?	67*	/	11
O=C(C1CCN(Cc2ccc(F)cc2)CC1)N1CCN(C/C=C/c2ccccc2)CC1	-5%	?	-25%	-18	?	-3
Cc1cccc(NC(=O)COC(=O)c2ccc3c(c2)OCO3)c1C	50%[activator]	0%	-11%	5	3%	-5
CC1(C)Oc2ccc3ccc(=O)oc3c2/C(=C/O)C1=O	-21%	-8%	-29%	-9	-3%	1
C=CCc1cccc2cc(C(=O)Nc3ccc(NC(C)=O)cc3)c(=O)oc12	2%[57.1 µM]	19%	14%	-8	0%	7
CCOc1ccccc1-n1c(SC(C)C(=O)NCC2CCCO2)nc2ccccc2c1=O (configuration not stated)	2%	?	?	/	/	/
